# High-throughput results deposited in PubChem BioAssay by several laboratories.
# Rin1 Abl inh = human Rin1-Abl interaction inhibition. P00519+Q13671. hit rate 0.4% among 360,000. TR-FRET Rin1/Abl binding, biochemical. inhibition, % at 7.35 µM; in the data active means inhibition above about 5%, passing the limit was not always enough
# FAS-TE inh = inhibitors of human fatty acid synthase thioesterase domain. inhibition, % at 15 µM. hit rate 0.67% among 360,000. P49327. recombinant FAS-TE, OMFH fluorogenic substrate, fluorescence endpoint;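 active means compounds whose normalised, plate-corrected inhibition of enzyme fluorescence in the single-dose primary screen is 50% or more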;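 further: 0% = DMSO with enzyme and 100% = substrate without enzyme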
# MLLE-PAM2 inh = blocks PAM2 peptide binding to the PABP1 MLLE domain | hit rate 0.36% among 360,000 | GST-MLLE / FITC-PAM2 fluorescence polarization | AID 588489 | P11940 | inhibition, % at 20 µM; in the data active means inhibition above about 35%, passing the limit was not always enough;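 further: plate controls were DMSO wells with GST-MLLE for no effect and wells lacking GST-MLLE protein for full effect; some results filed as inactive read as strong as hits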
# CSN deneddyl inh = blocks human CSN-mediated cullin deneddylation; Q92905; Purified CSN, SCF-Nedd8-OG deneddylation, fluorescence polarization; inhibition, % at 12.5 µM; hit rate 0.38% among 360,000;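 active means pattern-corrected inhibition above about 35%, with an unprinted fluorescence ratio check between 0.5 and 1.5, limit read from the data, passing the limit was not always enough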;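 further: 0% = enzyme with substrate and 100% = substrate without enzyme; some results filed as inactive read as strong as hits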
# Target sequence (Q92905 whole entry, looked up, one chain of several): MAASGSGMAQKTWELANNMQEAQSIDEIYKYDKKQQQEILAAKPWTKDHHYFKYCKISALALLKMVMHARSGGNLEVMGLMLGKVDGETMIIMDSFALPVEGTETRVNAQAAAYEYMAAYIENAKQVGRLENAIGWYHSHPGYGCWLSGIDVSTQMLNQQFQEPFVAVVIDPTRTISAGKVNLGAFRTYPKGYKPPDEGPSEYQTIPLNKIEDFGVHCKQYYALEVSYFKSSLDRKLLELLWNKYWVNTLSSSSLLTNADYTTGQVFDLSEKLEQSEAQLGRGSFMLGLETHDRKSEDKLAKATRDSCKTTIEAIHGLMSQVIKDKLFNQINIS
#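 test system = HEK293T-derived human Csn5 enzyme | amount = 0.24 nM Csn5 enzyme, final concentration | medium = Tris/NaCl/DTT buffer, pH 7.5 | schedule = 90 min reaction at room temperature | signal = FP | evaluation = inhibition of Csn5 cleavage, % | compound dosing = single dose of 12.5 µM compound with 0.25% DMSO | probe or stimulus = 10 nM SCFSkp2-Nedd8OG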
# bovine MsrA act = activates bovine MsrA enzyme; purified bovine MsrA, absorbance read-out; activation, % at 10.6 µM; hit rate 0.3% among 360,000; AID 602163; in the data active means activation above about 7.5%;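 further: 0% = vehicle and 100% = reference activator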
# E coli Lon inh = E. coli protease La inhibition; P0A9M0; purified E. coli Lon protease, fluorescence polarization; inhibition, % at 7.94 µM; hit rate 0.42% among 360,000; AID 602123; in the data active means inhibition above about 13%, passing the limit was not always enough;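 further: 0% = enzyme with probe and DMSO and 100% = no enzyme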
# Neddyl block = blocks human cullin neddylation; P61081+Q13564; TR-FRET cullin neddylation, biochemical; calls only at 25 µM; hit rate 0.58% among 360,000; AID 651699; in the data active means inhibition above about 36%
# Target sequence (P61081 whole entry, looked up): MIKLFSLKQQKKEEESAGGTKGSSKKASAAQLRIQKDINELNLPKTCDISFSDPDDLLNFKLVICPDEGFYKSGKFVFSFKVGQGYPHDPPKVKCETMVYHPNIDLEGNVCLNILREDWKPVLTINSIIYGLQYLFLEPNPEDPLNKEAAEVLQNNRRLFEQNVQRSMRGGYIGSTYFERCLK
# Target sequence (Q13564 whole entry, looked up): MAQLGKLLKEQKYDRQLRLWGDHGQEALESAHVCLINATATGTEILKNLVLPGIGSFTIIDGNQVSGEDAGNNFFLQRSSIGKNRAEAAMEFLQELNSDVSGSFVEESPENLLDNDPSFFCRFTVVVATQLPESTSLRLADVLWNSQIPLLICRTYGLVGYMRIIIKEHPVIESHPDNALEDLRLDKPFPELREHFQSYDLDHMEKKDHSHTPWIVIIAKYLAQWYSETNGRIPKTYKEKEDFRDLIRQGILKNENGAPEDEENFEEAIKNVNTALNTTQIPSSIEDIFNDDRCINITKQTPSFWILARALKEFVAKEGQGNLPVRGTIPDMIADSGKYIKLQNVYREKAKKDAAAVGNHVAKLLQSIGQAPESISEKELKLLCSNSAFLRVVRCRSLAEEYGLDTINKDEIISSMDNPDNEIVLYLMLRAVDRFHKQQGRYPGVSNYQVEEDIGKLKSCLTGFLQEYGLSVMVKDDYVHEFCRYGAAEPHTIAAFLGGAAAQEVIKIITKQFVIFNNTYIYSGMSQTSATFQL
# MsrA inh = bovine MsrA inhibition; hit rate 0.75% among 360,000; purified bovine MsrA, absorbance read-out; AID 651718; inhibition, % at 15.5 µM; in the data active means inhibition above about 4.5%;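 further: 0% = vehicle wells with enzyme and 100% = reference inhibitor wells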
# TbMetRS inhib = Trypanosoma brucei MetRS inhibition | purified T. brucei MetRS, ATP depletion, Kinase-Glo luminescence | inhibition, % at 11.9 µM | hit rate 0.4% among 360,000;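 active means inhibition above a per-plate cutoff of the control wells' mean inhibition plus 3 SD, cut at about 5.5% in these data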;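 further: 0% = DMSO wells median and 100% = median of wells with control inhibitor compound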
#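 Assay system: T. brucei methionyl-tRNA synthetase, purified | Medium: HEPES buffer with MgCl2, KCl, DTT, spermine, BSA, pyrophosphatase | Compound: 11.9 µM single point | Incubation: 15 min enzyme-compound preincubation, 2 h reaction, 10 min detection, 25 °C | Measured by: Kinase-Glo luciferase luminescence reporting remaining unconsumed ATP | Measure: % inhibition normalized to control-well medians | Replication: Singlicate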
# An asterisk follows results filed as active; i = inactive; . = no result given; + = active, no number.
Molecule,Rin1 Abl inh,FAS-TE inh,MLLE-PAM2 inh,CSN deneddyl inh,bovine MsrA act,E coli Lon inh,Neddyl block,MsrA inh,TbMetRS inhib
S=C(c1cn(Cc2ccc(Br)cc2)c2ccccc12)N1CCOCC1,1.6,26.5,21.1,-11.4,-12.6,12.1,i,2.9,-0.9
CCc1cccc(C)c1NC(=O)CSc1nnc(-c2cc3cc(Br)ccc3o2)n1CC,2.2,12.2,-30.1,-0.1,-10.0,0.7,i,-0.9,-0.9
CC(=O)NC(c1ccccc1)c1nc(-c2ccccc2C)cs1 (centres undefined),-3.4,0.7,-6.0,-5.1,-1.1,4.9,i,-1.5,0.5
Nc1ccn(Cc2ccccc2)n1,3.5,-9.0,-7.8,-13.7,-11.0,-1.1,i,-1.5,-1.6
COc1ccc(N2CC(C(=O)Nc3nnc(Cc4ccccc4)s3)CC2=O)cc1 (centres undefined),5.0,-12.0,-10.9,0.9,-1.6,-7.3,i,1.1,-0.5
Cc1ccc2cc(CCl)c(Cl)nc2c1,-2.1,4.5,-18.6,-1.4,-2.3,7.1,i,-1.8,-0.4
Cc1ccc(NC(=O)c2ccc(S(=O)(=O)N3CCCCC3)cc2)nc1,0.5,2.9,-8.0,-3.6,-1.0,-2.4,i,0.7,-0.1
COc1ccccc1NC(=O)c1ccc(NC(=O)CSc2nnnn2C)cc1,2.1,-1.3,-6.1,5.6,-3.4,-5.5,i,-0.1,0.6
COc1ccc(CCNC(=O)C2CCCN(S(=O)(=O)N3CCCCCC3)C2)cc1OC (centres undefined),-1.8,-2.6,2.2,0.9,1.3,4.0,i,-1.1,-0.3
COc1ccc(NCc2nnc(SCC(=O)Nc3cc(C(F)(F)F)ccc3Cl)o2)cc1,5.4,6.1,6.1,-0.6,0.3,2.6,i,0.2,-0.7
CCCC(O)(CCC)C(=O)NN(C(=O)CCl)c1ccccc1,1.1,-6.0,5.2,2.1,-4.0,-0.9,i,0.2,-0.7
CCOC(=O)C1CCN(C(=O)c2cc3c(OC)c(OC)c(OC)cc3[nH]2)CC1,0.6,-3.8,2.7,2.5,-0.5,-13.2,i,0.8,-0.4
O=C(NC12CC3CC(CC(C3)C1)C2)c1ccc(Br)o1,2.0,5.4,1.9,-2.6,-1.4,1.9,i,-0.6,-0.1
O=C(CSc1nnc(-c2ccc(Cl)cc2Cl)n1C1CCCCC1)N1CCCC1,-5.0,-9.0,-70.5,-4.5,0.8,2.4,i,0.7,-1.4
O=C(Nc1ccc(-c2nc3ccccc3[nH]2)cc1)c1ccc2c(c1)OCO2,1.7,0.9,-3.7,15.2,-6.2,-3.0,.,3.3,-1.1
CCN1C(=O)[C@H]2[C@@H](c3ccc(C)cc3)N3C(=O)N(c4cccc(C)c4)C(=O)[C@@]3(Cc3ccccc3)[C@H]2C1=O,3.1,4.5,-8.7,-2.8,-2.0,-8.9,i,0.1,-0.4
OC[C@@H]1[C@@H](c2ccccc2)C(c2ccccc2)=NN1c1ccccc1,-4.4,22.9,-13.4,7.5,-2.2,-5.8,.,0.4,0.0
C/C(=N/NC(=O)c1ccc(NC(=O)c2ccc(F)cc2)cc1)c1ccccc1,2.9,-0.4,-2.0,-1.4,-0.8,0.4,i,2.6,-0.4
CCOC(=O)c1c(NC(=O)CSc2nnnn2-c2ccc3c(c2)OCO3)sc(C)c1C,-0.6,23.9,0.9,-5.5,-2.9,-0.8,i,0.1,-0.3
CCN(CC)CCC(=O)N1c2ccccc2CCc2ccc(NC(=O)OC(C)C)cc21,-0.8,-3.4,-0.7,1.8,-2.8,-0.1,i,-1.3,-0.5
CCO[C@@H]1OC(C(N)=O)=C[C@H](c2ccc(Br)cc2)[C@H]1CCCO,2.2,-7.9,0.1,-3.3,3.0,-6.1,i,-0.8,-0.3
Cn1c(SCC(=O)N(C2CCCCC2)C2CCCCC2)nnc1-c1cccs1,1.7,5.2,-8.5,3.3,0.1,-3.4,i,-0.3,-0.1
Cc1nn(-c2ccccc2)c(-n2cccc2)c1C(=O)O,-0.3,-14.3,-5.5,-0.9,-4.5,-3.7,i,0.7,0.0
Cc1cc(NC(=O)c2ccco2)ccc1NC(=O)Cc1cccs1,3.6,-4.2,-9.5,0.4,-3.3,-11.2,i,0.7,-1.0
CCOc1ccc(NC(=O)CCN2C(=S)NC(C)(C)CC2C)cc1 (centres undefined),-3.4,-6.3,-49.3,-1.6,-5.1,5.9,i,-0.5,-0.8

# Whole records, quoted from the list:
# `Cc1nn(-c2ccccc2)c(-n2cccc2)c1C(=O)O` as listed: Rin1 Abl inh: -0.3; FAS-TE inh: -14.3; MLLE-PAM2 inh: -5.5; CSN deneddyl inh: -0.9; bovine MsrA act: -4.5; E coli Lon inh: -3.7; Neddyl block: i; MsrA inh: 0.7; TbMetRS inhib: 0.0
# `Cc1cc(NC(=O)c2ccco2)ccc1NC(=O)Cc1cccs1` as listed: Rin1 Abl inh: 3.6; FAS-TE inh: -4.2; MLLE-PAM2 inh: -9.5; CSN deneddyl inh: 0.4; bovine MsrA act: -3.3; E coli Lon inh: -11.2; Neddyl block: i; MsrA inh: 0.7; TbMetRS inhib: -1.0
# `CCN1C(=O)[C@H]2[C@@H](c3ccc(C)cc3)N3C(=O)N(c4cccc(C)c4)C(=O)[C@@]3(Cc3ccccc3)[C@H]2C1=O` as listed: Rin1 Abl inh: 3.1; FAS-TE inh: 4.5; MLLE-PAM2 inh: -8.7; CSN deneddyl inh: -2.8; bovine MsrA act: -2.0; E coli Lon inh: -8.9; Neddyl block: i; MsrA inh: 0.1; TbMetRS inhib: -0.4

# Further compounds
Molecule,Rin1 Abl inh,FAS-TE inh,MLLE-PAM2 inh,CSN deneddyl inh,bovine MsrA act,E coli Lon inh,Neddyl block,MsrA inh,TbMetRS inhib
S=c1[nH]nc(-c2cccc(Cl)c2)n1Cc1ccccc1,-1.1,-4.7,-71.7,-3.2,-2.4,10.5,i,-0.4,-0.1
COCCNC(=O)C1(C)CCCN(Cc2cc(C)ccc2C)C1 (centres undefined),2.7,-6.0,-1.1,0.1,-8.7,-13.0,i,-1.0,-0.3
Cc1nc(SCC(=O)NC(C)(C)C)c2c(-c3cccs3)csc2n1,-0.2,11.0,-16.7,6.2,-10.1,-3.9,i,0.6,-0.7
c1csc(CNc2ncnc3ccc(-c4ccc5c(c4)OCCO5)cc23)c1,-0.6,11.4,-7.5,5.7,-10.1,7.9,+,-0.3,0.0
COc1cc(/C=C2\COC/C(=C\c3ccc(O)c(OC)c3)C2=O)ccc1O,4.0,-0.6,-16.3,9.3,-7.7,-4.9,i,2.2,-0.2
O=C(O)COc1ccccc1/C=N/NC(=O)CSc1nc2ccccc2c(=O)n1-c1ccccc1,0.3,-0.5,-0.5,-4.6,-6.3,-8.3,i,1.8,-0.4
CNC(=S)N/N=C/c1c2ccccc2c(Cl)c2ccccc12,0.8,4.0,-14.3,0.2,-2.8,-44.4,i,-0.6,-0.1
CC[n+]1c(C)n(C)c2cc(S(=O)(=O)N(C)C)ccc21,8.9*,-7.4,-100.1,-3.7,-14.8,-2.5,i,1.2,-0.1
COCCNC(=S)N(CCc1c(C)[nH]c2ccc(OC)cc12)Cc1cccnc1,-1.3,-4.2,-141.1,-4.1,-13.1,-7.6,i,-1.7,-1.9
Cc1cccnc1Nc1nc(-c2ccc(O)cc2)cs1,-1.0,2.2,21.1,1.6,-1.3,-2.8,i,0.3,-0.5
N#Cc1ccc(C(C(=O)NCc2ccccc2)n2c(=O)c(-c3ccco3)nc3ccccc32)cc1 (centres undefined),.,.,.,12.8,.,.,i,2.8,-0.3
CCn1c2ccccc2c2cc(NC(=O)c3ccc(=O)oc3)ccc21,-3.0,-4.0,-34.3,20.4,1.2,-103.6,i,4.4,-0.2
Cc1cc(Br)cn2c(Cc3cccc(F)c3)c(-c3cccc(Br)c3)nc12,-21.5,22.6,-5.2,1.9,-1.2,-1.9,i,0.2,0.0
CCCCS(=O)(=O)Nc1ccc(C(=O)NCC2CCCO2)cc1 (centres undefined),3.6,-5.5,-4.2,0.5,-0.1,5.1,i,-0.3,-0.5
CC(=O)Nc1ccc(S(=O)(=O)NC2(C(F)(F)F)C(=O)NC(C)=C2C#N)cc1 (centres undefined),2.6,2.6,7.9,-14.8,-5.3,4.0,i,0.4,-0.3
CCOc1ccc(N2Nc3n[nH]c(N)c3N2)cc1,-0.7,-12.7,6.9,2.2,-2.4,5.8,i,2.7,-0.6
CCCCOc1ccc(C(=O)N(Cc2ccco2)C2CCS(=O)(=O)C2)cc1 (centres undefined),9.6*,4.4,-6.6,1.9,-2.6,4.5,i,.,-0.2
COC(=O)CNC(=O)CNC(=O)c1nn(-c2ccc(OC)c(Cl)c2)c(=O)c2ccccc12,-1.3,-5.8,-1.1,-0.2,-1.4,4.6,i,-0.1,0.0
CCCN1CCN(CCCNC(=O)Cn2nc(-c3ccc(C)cc3)ccc2=O)CC1,-0.9,-8.8,-5.1,6.7,-2.7,-7.9,i,0.2,0.1
Cc1ccc(O)c(NC(=S)NC(=O)Cc2ccc(Cl)cc2)c1,3.8,0.8,37.7,0.8,-4.2,-5.5,i,-0.7,-0.1
CCn1c(SCC(=O)Nc2ccc(NC(C)=O)cc2)nc2c([nH]c3ccccc32)c1=O,1.4,-9.9,-2.1,-2.5,-5.1,-8.7,i,-1.1,-0.4
CCOc1ccc(C(=O)CN2C(=O)NC3(CCCc4ccccc43)C2=O)cc1 (centres undefined),-1.8,6.0,-4.3,-2.9,-4.5,-20.4,i,2.2,0.2
Cc1ccsc1/C=C/C1=Cc2c(sc(NC(=O)CSc3n[nH]c(N)n3)c2C#N)C(C)(C)C1,-2.0,-16.7,-4.0,31.6,-4.3,-14.9,i,1.9,0.5
COc1ccc(-c2nc3ccc(Cl)cn3c2Cc2ccsc2)cc1OC,3.0,-3.0,-17.2,0.1,3.7,-16.9,i,-0.2,-0.2
Cc1ccc(N2CCCCn3c2nc2c3c(=O)[nH]c(=O)n2C)cc1,-2.8,3.2,-6.1,-5.1,-5.5,1.8,i,0.8,-0.2
CC(=O)C12C3C4C(C5C1C3C5(Br)C41OCCO1)C21OCCO1 (centres undefined),0.8,-11.0,3.1,-5.8,-4.8,-14.2,i,-0.4,-0.3
O=C(Nc1ccc2c(c1)OCCO2)C(C1CC1)N1CCN(C/C=C/c2ccccc2)CC1 (centres undefined),1.4,-2.8,1.6,-3.0,-2.0,-3.8,i,-0.9,-0.5
NS(=O)(=O)c1ccc(CCNC(=O)c2cc(-c3ccccc3)nc3ccccc23)cc1,2.7,-2.5,5.7,-20.4,-2.4,-4.2,i,0.6,-0.2
COc1cccc(C2SCC(=O)N2c2ccc(C)cc2)c1OC (centres undefined),1.0,-8.0,15.5,0.0,3.1,2.0,i,-0.2,0.1
